JMJD2C inh = blocks human GASC-1 demethylase activity. Q9H3R0. GST-JMJD2C(1-420) H3K9me3 demethylation, DELFIA europium. inhibition, % at 2.35 µM. 330,000 compounds, 0.069% hits. AID 2099;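 active = more than half of a compound's replicate wells show inhibition beyond 50%, single wells judged on their own value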;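 note: signal counts dimethyl H3K9 product captured on neutravidin plate; 0% = median of DMSO wells and 100% = 0.3 times that DMSO median; strong numbers were not always called active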
MEP2 TOR yeast = yeast TOR pathway MEP2-GFP modulation; AID 2016; S. cerevisiae MEP2-GFP strain, flow cytometry GFP, 3 h; 100% = DMSO control level; GFP response vs DMSO, % at 10 µM; 330,000 compounds, 0.51% hits;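 active = GFP response versus DMSO above a set limit, roughly screen mean plus 3 SD, cut at about 180% in these data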;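 note: median GFP fluorescence of the barcode-gated MEP2-GFP cells per well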
AGP1-GFP MLPCN = modulators of TOR pathway AGP1-GFP in S. cerevisiae; S. cerevisiae AGP1-GFP multiplex flow cytometry, 3 h; GFP as percent of DMSO wells; GFP response vs DMSO, % at 10 µM; 320,000 compounds, 0.02% hits;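 active = GFP response relative to DMSO above a set limit, near screen average plus 3 SD, cut at about 150% in these data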;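 note: median GFP channel fluorescence of the gated AGP1 strain per well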
LAP4-GFP MLPCN = yeast TOR pathway LAP4-GFP modulation; AID 2023; GFP response vs DMSO, % at 10 µM; 320,000 compounds, 0.34% hits; S. cerevisiae LAP4-GFP multiplex, flow cytometry GFP, 3 h; median GFP as percent of DMSO wells;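 active = GFP response vs DMSO above a set limit, about the screen mean plus 3 SD, cut at about 150% in these data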
VLA-4 inh = inhibition in a human VLA-4 binding assay | AID 2557 | VLA-4 expressing cells, ligand binding flow cytometry | inhibition, % (about 7 µM as worked out from the volumes in the protocol) | 330,000 compounds, 0.2% hits; in the data active = inhibition above about 50%
Target sequence (P13612 whole entry, looked up): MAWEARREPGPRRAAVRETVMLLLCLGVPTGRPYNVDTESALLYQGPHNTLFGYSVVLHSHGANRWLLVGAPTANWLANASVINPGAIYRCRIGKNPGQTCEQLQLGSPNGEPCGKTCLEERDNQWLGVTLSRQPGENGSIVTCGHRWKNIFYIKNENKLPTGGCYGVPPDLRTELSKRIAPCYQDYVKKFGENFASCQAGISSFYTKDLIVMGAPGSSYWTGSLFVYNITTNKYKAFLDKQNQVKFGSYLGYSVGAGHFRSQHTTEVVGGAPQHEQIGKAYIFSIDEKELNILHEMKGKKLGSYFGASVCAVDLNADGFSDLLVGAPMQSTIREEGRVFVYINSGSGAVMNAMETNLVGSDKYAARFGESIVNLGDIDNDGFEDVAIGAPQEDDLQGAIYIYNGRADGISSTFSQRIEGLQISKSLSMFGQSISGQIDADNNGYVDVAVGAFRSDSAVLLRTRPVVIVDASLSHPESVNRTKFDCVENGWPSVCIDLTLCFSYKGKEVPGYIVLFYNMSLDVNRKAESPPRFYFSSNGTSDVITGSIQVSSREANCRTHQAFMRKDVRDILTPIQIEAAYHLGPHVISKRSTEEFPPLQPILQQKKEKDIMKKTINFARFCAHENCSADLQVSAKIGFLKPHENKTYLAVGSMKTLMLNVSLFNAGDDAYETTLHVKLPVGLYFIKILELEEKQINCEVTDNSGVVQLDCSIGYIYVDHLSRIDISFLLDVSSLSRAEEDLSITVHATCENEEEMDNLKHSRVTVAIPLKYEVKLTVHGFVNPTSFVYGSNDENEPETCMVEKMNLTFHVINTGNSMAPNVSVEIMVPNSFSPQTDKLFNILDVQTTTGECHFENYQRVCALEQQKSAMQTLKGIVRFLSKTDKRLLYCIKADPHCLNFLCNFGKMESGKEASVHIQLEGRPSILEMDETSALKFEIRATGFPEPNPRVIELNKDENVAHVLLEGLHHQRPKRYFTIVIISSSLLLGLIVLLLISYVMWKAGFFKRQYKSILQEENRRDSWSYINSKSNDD
CIT2 TOR yeast = alters CIT2-GFP fluorescence in TOR pathway yeast screen | S. cerevisiae CIT2-GFP strain, flow cytometry, 3 h; 100 means same as DMSO wells | GFP response vs DMSO, % at 10 µM | 320,000 compounds, 0.065% hits | AID 2029;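 active = GFP response relative to DMSO above a set limit, near the screen mean plus 3 SD, cut at about 150% in these data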;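 note: ratio of well median GFP fluorescence to mean of DMSO wells on the plate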
RPL19A-GFP yeast = modulators of TOR pathway RPL19A-GFP in S. cerevisiae; S. cerevisiae RPL19A-GFP strain, flow cytometry, 3 h; stronger effect = lower value; percent response vs DMSO, % at 10 µM; 330,000 compounds, 0.3% hits;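 active = percent response vs DMSO below 50%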;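 note: median channel GFP fluorescence of the barcoded RPL19A-GFP strain; ratio of sample median GFP to plate DMSO average so 100% = DMSO; lower means less RPL19A-GFP as with rapamycin TOR inhibition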
GRK2 inh = inhibitors of human GRK2 displacing RNA aptamer; inhibition of aptamer binding, % at 10 µM; bead flow cytometry, FAM-aptamer displacement from GRK2; AID 488847; P25098; 330,000 compounds, 0.59% hits;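 active = inhibition of aptamer binding above 40%, roughly 3 SD of noise, on plates passing a quality check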;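 note: median bead fluorescence of bound FAM aptamer so fluorescent compounds give negative values; no value below 0 was filed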
* = called active by the depositor; x = not tested or not shown.

#	SMILES	LAP4-GFP MLPCN	JMJD2C inh	GRK2 inh	CIT2 TOR yeast	VLA-4 inh	MEP2 TOR yeast	RPL19A-GFP yeast	AGP1-GFP MLPCN
1	CC(C)(C)c1csc(NC(=O)Cc2ccc(S(=O)(=O)N3CCOCC3)s2)n1	101	16	1	95	-14	100	92	99
2	Cc1cc(Cl)c(S(=O)(=O)N2CCCC2)cc1OCC(=O)NC1CCCCC1	96	-12	1	99	68*	102	100	99
3	CC(CS(=O)(=O)c1ccccc1[N+](=O)[O-])N1CCOCC1 (centres undefined)	95	3	0	99	11	103	103	100
4	O=C(c1ccc(Cn2cnnn2)cc1)N1CCCC(Nc2ccc(F)cc2)C1 (centres undefined)	93	1	0	94	9	98	101	96
5	Cc1ccc(OCCN2CCN(c3ncnc4sc(C)c(C)c34)CC2)cc1	98	-2	3	100	-4	103	103	100
6	CCc1nnc(NC(=O)CCC(=O)Nc2ccc(C)cc2)s1	98	24	3	98	-11	110	99	99
7	C=CCOc1ccc(/C=C/C(=O)Nc2ccc(C(=O)NC)cc2)cc1	100	13	0	108	6	105	108	103
8	CC(=O)c1cccc(N(C(=O)CNC(=O)c2ccco2)C(C(=O)NC2CCCC2)c2ccc(C)o2)c1 (centres undefined)	101	-4	1	99	2	100	99	94
9	CCc1cc(Cn2nc(C(=O)O)cc2-c2ccccc2)on1	92	-5	0	99	16	94	96	98
10	Cc1ccc(C)c(OCc2cc(C(=O)N3CCN(C(=O)c4ccco4)CC3)no2)c1	100	0	2	91	24	99	97	96
11	COc1ccc(OCc2nnc(SCC(=O)N3CCOCC3)o2)cc1	106	-2	1	93	22	105	97	101
12	CCCN1CNC(=S)N(c2cc(C)ccc2C)C1	113	-17	0	113	-2	110	105	108
13	CCCCC1CCC(C(=O)NCC(c2ccco2)N2CCOCC2)CC1 (centres undefined)	96	3	0	106	8	110	97	105
14	COC(=O)CC1=C(C(=O)OC)[C@@H](c2ccccc2[N+](=O)[O-])C(C#N)=C(N)O1	x	39	1	x	5	117	110	x
15	Oc1ccccc1N=Cc1sc2ccccc2c1Cl	94	16	0	122	10	112	111	105
16	COCCNC(=S)N1CCN(c2cccc(C)c2C)CC1	112	4	4	95	4	107	97	109
17	Cc1ccn(S(=O)(=O)c2ccc3oc(=O)ccc3c2)n1	92	20	3	103	2	101	109	103
18	CCOC(=O)c1ccc(NCCOC)c([N+](=O)[O-])c1	109	1	0	96	17	100	96	96
19	CCn1c(O)c(/C=C2\C=Nc3ccccc32)sc1=Nc1ccc(C)cc1	97	9	1	99	4	95	94	97
20	COc1ccc(C(=O)NCC(=O)N2CCC3(CC2)NCCc2[nH]cnc23)cc1	89	-1	0	98	7	101	99	97
21	CCCCC1(C(=O)OCC)CC(CSC(=N)N)OC1=O (centres undefined)	94	-13	1	98	11	97	91	95
22	COc1cccc(NC(=S)N2CCc3cc(OC)c(OC)cc3C2)c1	97	1	0	91	-13	97	91	97
23	Cc1cc(C)cc(N(C(C)C(=O)N2CCCC2)S(C)(=O)=O)c1 (centres undefined)	96	-13	x	104	18	110	104	98
24	O=C(Nc1ccc(O)c(-c2nc3ccccc3s2)c1)c1cc(=O)c2ccccc2o1	91	-3	90*	103	1	94	98	98
25	CCn1cc(CNc2nc3nonc3nc2N2CCCCC2)cn1	99	-18	0	89	3	90	91	98
26	COc1ccccc1NC(=S)N1CCN(c2ncccn2)CC1	87	-21	3	x	5	94	87	86
27	CCOC(=O)c1cccc(NC(=O)c2c(NCc3ccccc3)[nH]c(=O)[nH]c2=O)c1	106	-2	1	84	2	90	97	85
28	COc1ccc(C(CNC(=O)Nc2ccccc2)N2CCN(C)CC2)cc1 (centres undefined)	98	7	0	106	11	102	98	102
29	CCOC(=O)N1CCN(C(=O)CSc2nnc(CNC(=O)c3c(F)cccc3Cl)o2)CC1	99	-5	1	98	4	86	96	96
30	O=C(Cn1nnc(-c2ccccc2F)n1)Nc1ccc(C(=O)N2CCOCC2)cc1	99	-1	1	90	8	95	91	91
31	O=C(O)/C=C/C(=O)Nc1ccccc1SC(F)(F)F	97	-27	7	91	14	93	98	95
32	CC(C)c1ccc(-n2cnn(-c3ncccc3[N+](=O)[O-])c2=O)cc1	92	-5	4	101	1	103	99	100
33	Cc1cc(OCC(=O)N(C)C2CCCCC2)ccc1Cl	90	22	0	82	4	92	89	84
34	Cc1ccc2c(c1)COc1c3ccc(C(=O)NC(C)C)cc3nn1-2	111	0	0	77	0	91	103	87
35	O=[N+]([O-])c1ccc2nc(C(O)C(O)c3nc4ccc([N+](=O)[O-])cc4[nH]3)[nH]c2c1 (centres undefined)	101	1	0	114	-11	111	108	106
36	O=C(Nc1cc(C(=O)Nc2ccccc2C(=O)O)cc(C(=O)Nc2ccccc2C(=O)O)c1)c1ccccc1	80	-2	0	108	-37	107	107	102
37	CC(C)c1nnc(NC(=O)Cc2cccs2)s1	97	-1	0	94	-15	85	92	84
38	CC(C)CNC(=O)COC(=O)c1ccc(F)cc1Cl	97	0	0	86	5	83	95	93
39	COc1ccc(-c2ccc3c(N)c(C(=O)c4cccc(OC)c4)sc3n2)cc1	108	18	26	97	-24	102	106	102
40	COc1ccc(NS(=O)(=O)c2ccc(SC)cc2)cc1	109	-9	0	93	0	104	103	99
41	CCC(C)NC(=O)CSc1ccc(S(=O)(=O)N(C)C2CCCCC2)cn1 (centres undefined)	85	-8	2	79	3	96	94	81
42	CS(=O)(=O)c1ccc2nc(NC(=O)c3cccc(Cl)c3)sc2c1	97	0	0	103	-19	108	102	96
43	Cc1ccccc1-c1cc(C(=O)NCc2ccc3c(c2)OCO3)nn1CC1CC(c2cccc([N+](=O)[O-])c2)=NO1 (centres undefined)	111	x	3	104	-4	100	101	103
44	O=C(CNC(=O)c1ccc(Br)o1)NCc1ccccc1Cl	88	35	2	98	-3	107	115	103
45	O=C(c1ccc(F)c(S(=O)(=O)N2CCOCC2)c1)N1CCN(c2ncccn2)CC1	86	-2	1	96	-2	96	96	94

Individual results from the list.
entry 40 | VLA-4 inh = 0
entry 39 | LAP4-GFP MLPCN = 108
entry 31 | MEP2 TOR yeast = 93

(further entries)
#	SMILES	LAP4-GFP MLPCN	JMJD2C inh	GRK2 inh	CIT2 TOR yeast	VLA-4 inh	MEP2 TOR yeast	RPL19A-GFP yeast	AGP1-GFP MLPCN
46	O=C(c1cnn(C(=O)c2ccco2)c1)c1ccccc1O	108	-3	7	102	20	99	103	102
47	Cc1ccc(C)c(N2CCN(C(=O)c3cc4sccc4n3C)CC2)c1	100	8	2	103	-4	104	100	99
48	COc1cc(S(=O)(=O)N2CCOCC2)ccc1NC(=O)COC(=O)/C=C/c1cc(OC)c(OC)c(OC)c1	93	2	2	106	-18	97	101	104
49	C=CCSc1nnc(NC(=O)CCNC(=O)c2ccco2)s1	94	3	0	96	9	96	98	93
50	O=C(CN1CCCc2ccccc21)Nc1ccccc1[N+](=O)[O-]	102	4	0	95	3	104	104	101
51	CN1C(=O)C(O)(CC(=O)c2cccnc2)c2ccccc21 (centres undefined)	108	1	0	101	0	104	104	102
52	O=C(CN1CCC(C(=O)c2ccc(F)cc2)CC1)Nc1ccccc1Cl	101	6	0	112	6	111	106	113
53	CCCCC(=O)Nc1ccc(C(=O)NNC(=O)c2ccco2)cc1	94	-2	65*	92	-6	91	99	98
54	Cc1c(NC(=O)C(C)OC(=O)c2cccc([N+](=O)[O-])c2)c(=O)n(-c2ccccc2)n1C (centres undefined)	89	-2	2	102	9	100	103	100
55	Cc1ccc(NC(=O)C2CCCN(S(=O)(=O)c3cccc4cccnc34)C2)cc1 (centres undefined)	101	4	0	112	7	112	106	115
56	O=C(C1CCCO1)N1CCN(C(=S)Nc2ccccc2)CC1 (centres undefined)	88	-1	2	103	26	96	102	98
57	Cc1ccc(C(=O)CSc2nnc(-c3ccc4[nH]c(C)c(C)c4c3)o2)cc1C	92	0	0	88	-12	97	95	99
58	O=C(COC(=O)CCc1ccccc1)NC1CCS(=O)(=O)C1 (centres undefined)	97	32	2	92	2	86	91	100
59	CCOc1ccc(OCC)c(-c2c(=O)n(OCc3ccccc3Br)c3ccccc3[n+]2[O-])c1	105	-10	0	90	-1	102	97	101
60	O=[N+]([O-])/C=C1\CCCCCN1	109	-11	1	97	9	105	99	105
61	C=CCNc1nc(SC)nc2ccsc12	105	3	0	103	8	107	101	x
62	CCc1ccc(NC(=O)CSc2nnnn2-c2cccnc2)cc1	81	-24	0	107	-9	105	111	101
63	Cc1ccccc1OCC(=O)NNC(=O)CN1C(=O)c2ccccc2C1=O	93	-6	5	110	-7	106	109	112
64	Cc1ccc(-n2c(=O)[nH]c3c(C(N)=O)nc(-c4ccc(C)o4)nc32)cc1	92	6	11	99	6	109	95	86
65	CC(C)C(=O)Nc1c(-c2cccc(Cl)c2)c(=O)c2ccccc2n1C	97	13	0	101	-3	85	99	98
66	O=C(OCc1ccccc1)c1ccccc1	107	2	1	106	1	112	107	108
67	Cc1ccc(-c2cn3c(n2)CCCC3)cc1	100	9	0	97	4	103	99	102
68	COc1cccc(C(=O)NCCS(=O)(=O)N2CCC3(CC2)OCCO3)c1	100	42	0	105	14	101	102	110
69	COc1cccc(CN(C)C(=O)c2cccc(NC(=O)CC3SC(N4CCCCC4)=NC3=O)c2)c1OC (centres undefined)	114	7	2	97	-20	101	96	99
70	COc1cccc2c1OCC(CN1CCN(CCC(C)C)C(CCO)C1)=C2 (centres undefined)	85	-3	1	108	1	87	94	103
71	Cc1ccc(/C=c2\sc3nc(-c4cccs4)nn3c2=O)o1	174*	13	0	125	-56	149	103	104
72	CN(C)c1ccc(N=Cc2cccn2C)cc1	105	-14	5	109	5	108	103	110
73	Cc1ccc(CNC(=O)CCCn2nc(C)n3ccnc3c2=O)cc1	113	-12	0	96	7	99	96	102
74	CCN1CCN(c2ccc(S(=O)(=O)N3CCOCC3)cc2NC(=O)C(C)Oc2ccc(F)cc2)CC1 (centres undefined)	98	-5	2	96	-6	95	91	97
75	S=C(NCCCCc1ccccc1)NCc1ccccc1	83	-1	5	84	7	100	105	86
76	CCOc1ccc(Cc2nnc(SCC(=O)c3ccc(OC)cc3)o2)cc1	109	-5	3	110	21	103	99	108
77	Cc1c(Cl)cccc1NC(=S)N1CCCN(Cc2ccccc2F)C1	96	-20	2	104	1	102	103	104
78	COc1ccc(-c2csc(NC(=O)CSc3ncn[nH]3)n2)cc1OC	103	-30	0	94	14	98	102	100
79	CN(c1ccccc1)S(=O)(=O)c1ccc(C(=O)N2CCCC2)cc1	106	0	58*	103	18	104	103	104
80	O=C(NCc1ccc(F)cc1)C1CCCN1C(=O)Nc1ccc(F)cc1 (centres undefined)	93	-44	2	96	-12	93	101	97
81	CN(C)CCCNC(=S)NCCNc1nc2cc3c(cc2cc1C#N)OCO3	94	-6	0	103	-11	96	89	81
82	Cc1cc(C)n(-c2nc(-n3nc(C)cc3C)c3c4c(sc3n2)COC(C)(C)C4)n1	87	3	1	82	6	105	91	75
83	CC(=O)NCC(=O)OCN1C(=O)c2ccccc2C1=O	93	4	4	99	22	98	102	105
84	CCCC(=O)OCC(=O)Nc1ccc([N+](=O)[O-])cc1C#N	111	1	0	104	1	100	99	105

Filtered by structure: the compounds so far containing bromine
#	SMILES	LAP4-GFP MLPCN	JMJD2C inh	GRK2 inh	CIT2 TOR yeast	VLA-4 inh	MEP2 TOR yeast	RPL19A-GFP yeast	AGP1-GFP MLPCN
44	O=C(CNC(=O)c1ccc(Br)o1)NCc1ccccc1Cl	88	35	2	98	-3	107	115	103
59	CCOc1ccc(OCC)c(-c2c(=O)n(OCc3ccccc3Br)c3ccccc3[n+]2[O-])c1	105	-10	0	90	-1	102	97	101

High-throughput results from PubChem.
